sdo1 growth: sdo1-depleted yeast growth rescue; AID 817; z-score at 10 µM; 0.21% of 140,000 active; S. cerevisiae sdo1-depleted JHY4D growth rescue, OD600 30 h; stronger effect = higher value; pdr5 snq2 efflux-pump mutant strain;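 active means z-score above 3 at both the 24 hr and the 30 hr optical density reads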;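 further: z-score against mean and SD of all compound wells on the same plate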
INS promoter inh: TRM-6 insulin promoter activity inhibition; TRM-6 cells (human fetal islet line), insulin promoter-eGFP reporter, imaging; reporter expression induced with tamoxifen; inhibition, % at 2 µM; 0.9% of 130,000 active; AID 1273;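 active means inhibition above the mean plus 3 SD, with well images judged a real hit on visual review, cut at about 60% in these data, passing the limit was not always enough; inconclusive means inhibition over the cutoff but images rejected on review; inactive means inhibition not above the cutoff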
sdo1 growth Rescue 24 h: also measured in sdo1 growth; calls as there; z-score; S. cerevisiae sdo1-depleted JHY4D growth rescue, OD600; measured here: growth rescue at 24 h;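 0 is the plate mean of compound wells and units are plate SD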
Active calls of the source: *; ? = inconclusive; / = not tested or not shown. Hits appear at their usual frequency; 0.99% or so of the library scored in one or more.

canonical_smiles,sdo1 growth Rescue 24 h,INS promoter inh,sdo1 growth
Cn1c(SCC(=O)C(C)(C)C)nnc1-c1ccncc1,2.08,0.0,1.72
CN(C(=O)CSc1nnc(Nc2ccccc2)s1)c1c(N)n(Cc2ccccc2)c(=O)[nH]c1=O,2.35,38.2,1.28
COC(=O)c1ccccc1NC(=O)C1CC(=O)N(c2ccc(C)c(C)c2)C1 (stereo not drawn),0.09,36.7,0.7
N#Cc1c(NC(=O)CN2CCCCC2)sc2c1CCC2,-2.04,65.7,-0.5
Cc1ccc(S(=O)(=O)CC(=O)Nc2ccc(S(=O)(=O)Nc3ccccn3)cc2)cc1,/,8.3,/
O=C(CSc1nnc(COc2ccccc2)n1Cc1ccco1)Nc1ccc2c(c1)OCCO2,-0.75,-26.3,-1.36
Cc1cccc(C)c1NC(=O)c1ccc([N+](=O)[O-])s1,-0.9,/,-1.05
CCOc1ccccc1NC(=O)N1CCCC(c2nc(-c3ccc(C)o3)no2)C1 (stereo not drawn),/,-35.7,/
Cc1ccc(S(=O)(=O)c2c(C)cc(C)nc2Oc2cccc(C)c2C)cc1,-0.31,35.5,-0.57
COc1ccccc1NC(=O)CSC1CC(=O)N(c2ccc3c(c2)OCO3)C1=O (stereo not drawn),-0.32,15.4,0.1
O=C(Cc1ccc([N+](=O)[O-])cc1)Nc1cccc(C(F)(F)F)c1,-0.36,/,-0.29
Cc1ccc(NC(=O)CCC(=O)OCC(=O)c2ccc(Oc3ccc([N+](=O)[O-])cc3)cc2)cc1,0.64,-6.7,-0.19
Cc1cc(C)c(-c2cc(NC(=O)COC(=O)c3ccc(C#N)cc3)n(-c3ccccc3)n2)cc1C,-0.79,/,-0.14
CCN=C1S/C(=C\c2cc(Br)ccc2OCC(=O)OCC)C(=O)N1CC,-0.12,-3.7,-0.34
Cc1cccc(NC(=O)CN2C(=O)S/C(=C\C(=O)Nc3ccc(Cl)cc3)C2=O)c1,1.64,12.0,1.22
CC1Cn2c(nc3sc4c(c3c2=O)CCC4)N1CCO (stereo not drawn),1.11,33.3,0.81
CCn1c(SCc2ccc(C(=O)OC)o2)nc2sc3c(c2c1=O)CCCC3,-1.07,27.3,-0.94
O=S(=O)(c1ccc(F)cc1)n1ccc(-c2cccc(OCc3ccc(Cl)cc3Cl)c2)n1,0.57,-37.5,0.48
O=C(COc1ccc2ccccc2c1)NCCn1ccc2ccccc21,-0.16,/,-1.17
CC(C)CC(NC(=O)c1cccs1)c1nnc(SCc2ccc(Cl)c(Cl)c2)n1C (stereo not drawn),-0.5,/,-0.41
COC(=O)c1c(C)nn(-c2ccccc2)c1N,0.79,-110.0,1.02
CCOC(=O)C1CN(S(=O)(=O)c2ccccc2)CCN1S(=O)(=O)c1ccccc1 (stereo not drawn),-1.84,3.9,-1.39
Cc1ccc(S(C)(=O)=O)cc1S(=O)(=O)Nc1cccc(Cl)c1,0.18,-7.7,0.85
Cc1ccc2[nH]c(=O)c(CN(CC3COCCO3)C(=O)Nc3ccccc3F)cc2c1 (stereo not drawn),/,-20.0,/
O=C(CN1C(=O)COc2ccccc21)N1CCCc2ccccc21,0.11,/,0.27
CC(=O)Nc1ccc(NC(=O)C(C)OC(=O)CN(C)S(=O)(=O)c2ccc(Cl)cc2)cc1 (stereo not drawn),-1.38,-15.9,-0.3
CC(Oc1ccc(Cl)cc1Cl)C(=O)N/N=C1\CCCc2ccccc21 (stereo not drawn),-0.74,23.3,-1.47
Cc1cc(SCC(=O)c2cc(C)n(C)c2C)nc2ccccc12,-0.56,0.0,-0.54
COC(=O)C1=C(C)N=C2SC(C)C(=O)N2C1c1cccs1 (stereo not drawn),-0.23,/,0.13
Cc1c(Br)c([N+](=O)[O-])nn1CCCC(=O)Nc1sc2c(c1C#N)CCC2,-0.29,-94.4,-0.69

The final two entries of the section before come first, to join the parts.
canonical_smiles,sdo1 growth Rescue 24 h,INS promoter inh,sdo1 growth
COC(=O)C1=C(C)N=C2SC(C)C(=O)N2C1c1cccs1 (stereo not drawn),-0.23,/,0.13
Cc1c(Br)c([N+](=O)[O-])nn1CCCC(=O)Nc1sc2c(c1C#N)CCC2,-0.29,-94.4,-0.69
O=C(NCCc1c[nH]c2ccccc12)c1ccc(-n2cnnn2)cc1,0.63,13.9,0.98
COCCNC(=O)CCc1c(C)nc2nc(-c3cc(OC)cc(OC)c3)nn2c1C,/,-23.5,/
CCC(=O)N1c2ccccc2NC2=C(C(=O)CCC2)C1c1cccnc1 (stereo not drawn),0.03,0.0,0.27
c1c(C2CCCCC2)n[nH]c1CN1CCCCC1,-1.42,/,-0.87
COc1ccc(/C=N/Nc2nnc(Cc3ccc(OC)c(OC)c3)c(=O)[nH]2)cc1OC,0.79,44.8,1.86
COc1cc(C2NC(=O)C(C#N)=C(S)N2c2ccc(C)cc2)ccc1OC(C)C (stereo not drawn),-0.13,21.4,-0.21
NC(=O)Cc1cn(-c2ncc(C(F)(F)F)cc2Cl)c2ccccc12,0.49,/,0.12
CCN(CC)CC#CCC(O)(c1ccccc1)c1ccccc1,/,-114.3,/
Nc1nc(NC(=O)c2ccco2)nn1-c1ccccc1,4.22*,21.7,3.12*
CCOC(=O)Nc1ccc2c(c1)N(C(=O)CCN1CCOCC1)c1ccccc1S2=O (stereo not drawn),-0.15,-50.0,0.11
O=C(CSc1nccn1-c1ccc(Cl)cc1)N1CCCc2ccccc21,0.21,/,-0.14
CCN(CC(=O)c1c(N)n(C)c(=O)n(C)c1=O)c1cccc2ccccc12,0.1,/,0.33
c1ccc(CCn2nnnc2CN2CCCc3ccccc32)cc1,-0.42,-7.7,-0.62
CCOC(=O)COc1ccc(S(=O)(=O)N2CCN(C(=O)OCC)CC2)cc1,-0.19,-330.0,-0.17
CCOc1cc(S(=O)(=O)NCc2cccs2)ccc1Cl,0.44,-15.2,-0.09

Overlap with the part before: 2 entries, followed by the next part.
canonical_smiles,sdo1 growth Rescue 24 h,INS promoter inh,sdo1 growth
CCOC(=O)COc1ccc(S(=O)(=O)N2CCN(C(=O)OCC)CC2)cc1,-0.19,-330.0,-0.17
CCOc1cc(S(=O)(=O)NCc2cccs2)ccc1Cl,0.44,-15.2,-0.09
O=C(COC(=O)c1ccccn1)Nc1cccc(Cl)c1Cl,0.3,23.3,0.11
COc1ccc(-c2nn(C)c(=O)c3ccccc23)cc1NC(=O)Cn1nc(C)c2ccccc2c1=O,1.15,44.0,0.66
CCOC(=O)c1ccc(Nc2cc(C)nc(N3CCOCC3)n2)cc1,0.82,30.3,-0.66
CCN(CC)S(=O)(=O)c1cc([N+](=O)[O-])ccc1N=Nc1c(O)[nH]c2ccccc12,4.02,14.3,1.22
CC(C)(C)C1CCC(=NNS(=O)(=O)c2ccc(Br)cc2)CC1 (stereo not drawn),1.92,52.4,1.44
O=C(COC(=O)CCCNC(=O)c1ccc(Cl)cc1)NC1CC1,-0.48,/,-0.16
Nc1nc(SCC(=O)Nc2ncc(C(F)(F)F)cc2Cl)n[nH]1,/,4.8,/
O=C1CC(c2c[nH]c3ccccc23)C(=O)N1c1ccccc1 (stereo not drawn),1.52,68.8,1.49
COc1ccccc1C(=O)Nn1cnc2ccccc2c1=O,1.3,-15.4,1.51
O=C(c1cc(-c2ccc(Cl)cc2)n(-c2cc(Cl)ccc2Cl)n1)N1CCOCC1,0.12,43.3,-0.76
COc1ccc(N(CC(=O)Nc2nccs2)S(=O)(=O)c2c(C)nn(C)c2C)cc1,-0.04,/,-0.03
CCCNC(=O)CCc1cc(C(C)(C)C)c(O)c(C(C)(C)C)c1,0.88,/,0.85
COCCN1C(=O)C(=O)/C(=C(/O)c2cccc(OC)c2)C1c1ccco1 (stereo not drawn),-0.28,29.2,-0.02
CCOc1nc(NCc2ccco2)nc(Nc2ccc(OC)cc2)n1,-0.37,33.3,-0.82
Cc1cc(NC(=O)c2c(-c3ccccc3Cl)noc2C)no1,-0.66,-23.7,-0.54
COc1cc(C2C3C(=O)N(c4ccccc4)C(=O)C3ON2c2ccccc2)ccc1O (stereo not drawn),-0.31,11.5,1.04
CCCC(=O)NCc1nc2ccccc2n1C,0.65,-17.2,1.11
COc1cccc(OC)c1OCc1cc(C2C3CCCC=C3C(C#N)=C(N)C2(C#N)C#N)c(C)cc1C (stereo not drawn),-0.97,25.0,-0.79
Clc1cccc(Cl)c1CSc1nnc(CN2CCOCC2)n1-c1ccccc1,-0.02,-10.8,-0.24
Cc1cccc(NC(=S)N(CCN(C)C)Cc2cccs2)c1,/,-6.7,/
CCOC(=O)c1c(N)sc(C(O)(C(F)(F)F)C(F)(F)F)c1-c1ccccc1,-0.95,/,-1.77
CC1(C)CC(CC(=O)O)(c2ccc(F)cc2)CCO1 (stereo not drawn),2.12,/,1.83
CN(C)c1oc(-c2ccccc2Cl)nc1P(=O)(c1ccccc1)c1ccccc1,-1.46,-53.6,-1.28
N#Cc1cc(-c2ccc(Cl)cc2)cn(Cc2c(Cl)cccc2Cl)c1=O,-0.04,/,-1.2
N#Cc1c(-c2ccccc2)c(-c2ccccc2)n(Cc2ccco2)c1NC(=O)c1cccs1,1.07,/,0.43
O=C1C2C3C=CC([C@@H]2C(=O)N1Cc1cccnc1)C31CC1 (stereo partly drawn),0.16,-13.2,1.05
O=C(COc1ccc(Cl)cc1)Nc1ccc(Cc2ccncc2)cc1,-0.36,20.0,-1.72
Cc1cc(C)c(C2C3=C(Nc4c2c(C)nn4-c2ccccn2)c2ccccc2C3=O)c(C)c1 (stereo not drawn),-0.66,/,-0.96
CCOC(=O)c1ccc(N2C(=O)CC(N(Cc3ccc4c(c3)OCO4)C(=O)Nc3ccccc3)C2=O)cc1 (stereo not drawn),-1.3,-14.3,-0.88
C#CCOC(=O)C1C2C=CC(C2)C1C(=O)O (stereo not drawn),0.32,/,0.09
CC(C)(C)c1ccc(C(=O)N2CCN(CCNC(=O)C(=O)NCc3ccccc3)CC2)cc1,0.02,-48.3,0.32
COc1ccc([C@H]2[C@@H](C#N)[C@H](C#N)N3CCCN23)cc1,0.66,28.6,1.24
COc1ccc(S(=O)(=O)Cc2ccc(C(=O)NC(C)C)o2)cc1,3.56,/,2.12
O=C(NNC(=S)NCC1CCCO1)c1cccc(S(=O)(=O)N2CCOCC2)c1 (stereo not drawn),/,?,/
CCOC(=O)c1oc2ccccc2c1CN1CCN(C)CC1,-1.57,37.5,-0.46
O=C(CN1C(=O)/C(=C/c2ccccc2F)Sc2ccccc21)N1CCN(c2ccccn2)CC1,/,-109.1,/
COC(=O)Nc1ccc(S(=O)(=O)Nc2ccc(C)cc2)cc1,-0.26,-2.9,0.44
CCOC(=O)c1[nH]c2ccc(Br)cc2c1NC(=O)CCN1CCC(C)CC1,-0.42,-3.7,0.02
O=C(Nc1nc(SCc2ccc(F)cc2)ns1)c1ccco1,-0.59,-93.6,-0.66
O=C(COC(=O)C1CC(O)CN1S(=O)(=O)c1ccc(Cl)cc1)c1ccccc1Cl (stereo not drawn),0.02,20.5,0.18
O=C(NCc1ccco1)c1ccc(CS(=O)(=O)c2cccc(C(F)(F)F)c2)o1,-0.01,/,0.44
CCC(C(=O)NC1CCCC1)N(C(=O)Cn1nnc(-c2ccc(C)o2)n1)C(C)(C)C (stereo not drawn),1.71,/,1.6
CCOC(=O)c1c(NC(=O)Nc2ccc(Cl)cc2)sc(C)c1C,-0.26,-36.8,-0.11
CCCOC(=O)c1ccc(OCC(O)Cn2c(C)nc3ccccc32)cc1 (stereo not drawn),0.83,0.0,0.46
O=C(NC12CC3CC(CC(C3)C1)C2)N1CCN(c2ccccn2)CC1,-0.68,2.6,-0.1

Three successive records from above, for reference:
canonical_smiles,sdo1 growth Rescue 24 h,INS promoter inh,sdo1 growth
CCOC(=O)c1c(NC(=O)Nc2ccc(Cl)cc2)sc(C)c1C,-0.26,-36.8,-0.11
CCCOC(=O)c1ccc(OCC(O)Cn2c(C)nc3ccccc32)cc1 (stereo not drawn),0.83,0.0,0.46
O=C(NC12CC3CC(CC(C3)C1)C2)N1CCN(c2ccccn2)CC1,-0.68,2.6,-0.1

Further results
canonical_smiles,sdo1 growth Rescue 24 h,INS promoter inh,sdo1 growth
CCCCC(=O)N(c1ccc(OC)cc1)C1C=CS(=O)(=O)C1 (stereo not drawn),0.24,42.9,0.43
Cc1cc(Cl)cc(Br)c1OCCCCn1cncn1,0.28,-272.1,0.07
CCOC(=O)CSc1nnc(CNC(=O)c2cccs2)n1CCc1ccccc1,1.2,/,1.52
COc1ccc(CCNc2ccc(C(=O)O)cc2[N+](=O)[O-])cc1OC,/,40.5,/
Cc1cc(Cl)c2c(c1)[C@]1(C(=O)N2)[C@@H]2C(=O)N(Cc3ccccc3)C(=O)[C@@H]2[C@@H]2CCCN21,-1.46,/,-1.81
COc1cccc(-c2nnn(CCc3nn[nH]n3)n2)c1,-0.01,-100.0,0.83
O=C(Cn1c(=O)n(-c2ccccc2)c(=O)n1CC(=O)N1CCCCC1)N1CCCCC1,0.98,/,1.08
CN1C(c2ccc(F)cc2)=CS/C1=C(/C#N)c1nnc(N2CCOCC2)n1-c1ccccc1,-1.15,0.0,-0.57
COc1ccc(/C=C/C(=O)c2cc(F)ccc2OC(=O)c2ccccc2OC)cc1OC,/,-150.0,/
COc1ccccc1NC(=O)CSc1nc(C)c2c(c1C#N)CCCC2,3.84,11.4,1.95
COC(=O)c1[nH]c2ccccc2c1NS(=O)(=O)c1ccc(F)c(C)c1,0.67,16.7,0.68

Screens as filed in PubChem.
